Screening data: PubChem BioAssay, several laboratories
hiPSC survival: enhancers of single-cell hiPSC survival, primary screen, ATPlite luminescence; 100% = ROCK inhibitor wells, 0% = DMSO; survival enhancement, % at 20 µM; 0.044% of 360,000 active; AID 602274, 2012; in the data active = survival enhancement above about 18%;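 also: cells exposed to compounds for 16 hours before the ATP read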
Exocytosis inh: LAMP-1 surface exposure blockers, TALL-104 cells – cell-based, flow cytometry, MLPCN library, primary screen; 0.66% of 360,000 active; inhibition, % at 10 µM; TALL-104 LAMP-1 surface exposure; cells stimulated with thapsigargin and PMA;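 active = inhibition above about 55%, limit read from the data; inconclusive = no clear call, values can overlap the other calls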
Vif imaging: HIV Vif self-association inhibitors, primary screen, imaging, HEK293T, single point; HEK293T cells, Vif self-association by quenched fluorescence, 24 h; inhibition, % at 7.49 µM; 0.35% of 340,000 active; AID 602346, 2012; in the data active = inhibition above about 50%, passing the limit was not always enough; inconclusive = no clear call, values can overlap the other calls; inactive = below about 31%; also: some results filed as inactive read as strong as hits
HIF-2a block: HIF-2a reporter inhibitors, primary screen, luminescence, 786-0 RCC cells | 786-0 RCC cells HIF-2a reporter, luciferase luminescence, overnight | 0.72% of 360,000 active | AID 624352, 2012 | inhibition, % at 18.8 µM;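 active = inhibition of the luminescence signal of 40% or more relative to plate controls, in a single-dose primary screen at 18.75 µM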
Peg3 prom inh: Peg3 promoter-driven luciferase inhibitors, primary screen, cell-based, HeLa, luciferase luminescence. inhibition, % at 20 µM. 1.7% of 360,000 active. HeLa PEG-Prom luciferase reporter, overnight;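 active = inhibition of at least 50% at 20 µM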
aDG glyco act: activators of alpha-DG glycosylation, primary screen, uHTS, Pro5-aDG cells, AlphaScreen. alpha-DG glycosylation AlphaScreen (IIH6); 0% Pro5, 100% B10-LARGE cell signal. 0.22% of 360,000 active. AID 624168, 2012. activation, % at 10 µM;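 active = activation of at least 8% versus controls, or a plate z-score of at least 8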;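 also: Pro5 are CHO cells carrying HIG-tagged alpha-DG that lacks glycosylation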
NR2E3 ag-1: NR2E3 agonists in two-hybrid cells, primary screen, cell-based, luminescence, CHO-S, Gal4-NCOR/VP16-NR2E3 | Photoreceptor-specific nuclear receptor (Homo sapiens), Q9Y5X4 | inhibition of corepressor binding, % at 3.98 µM | 0.35% of 360,000 active | AID 602229, 2012 | luciferase;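 active = inhibition above the mean of all tested compounds plus 3 SD, cut at about 70% in these data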;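 also: 0% = DMSO with NR2E3 transfected cells and 100% = cells lacking NR2E3 construct; higher means lower luciferase signal from less NR2E3 corepressor binding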
Target sequence (Q9Y5X4 whole entry, looked up, the tested form may be a part): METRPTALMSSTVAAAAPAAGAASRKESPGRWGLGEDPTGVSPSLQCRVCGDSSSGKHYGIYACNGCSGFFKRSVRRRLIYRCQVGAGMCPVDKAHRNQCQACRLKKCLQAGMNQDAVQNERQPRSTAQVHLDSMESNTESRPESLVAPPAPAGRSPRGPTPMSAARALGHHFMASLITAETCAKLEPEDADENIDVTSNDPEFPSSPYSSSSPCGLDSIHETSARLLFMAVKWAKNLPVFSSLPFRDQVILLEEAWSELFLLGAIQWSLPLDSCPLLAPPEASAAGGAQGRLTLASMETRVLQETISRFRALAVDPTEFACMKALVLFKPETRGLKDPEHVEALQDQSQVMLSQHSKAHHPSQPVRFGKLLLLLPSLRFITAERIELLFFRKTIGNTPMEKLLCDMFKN
PDI inh: inhibitors of human PDI, primary screen, biochemical, turbidity, single point, plate reader; Protein disulfide-isomerase (Homo sapiens), P07237; PDI insulin aggregation turbidity, A650, 90 min; inhibition, % at 10 µM; 0.052% of 350,000 active;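 active = mean inhibition across replicates of 30% or more, whatever share of single replicates reach that level; inconclusive = mean inhibition below 30% while every single replicate reaches 30%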;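 also: absorbance from insulin aggregation driven by PDI reduction with DTT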
Target sequence (P07237 whole entry, looked up): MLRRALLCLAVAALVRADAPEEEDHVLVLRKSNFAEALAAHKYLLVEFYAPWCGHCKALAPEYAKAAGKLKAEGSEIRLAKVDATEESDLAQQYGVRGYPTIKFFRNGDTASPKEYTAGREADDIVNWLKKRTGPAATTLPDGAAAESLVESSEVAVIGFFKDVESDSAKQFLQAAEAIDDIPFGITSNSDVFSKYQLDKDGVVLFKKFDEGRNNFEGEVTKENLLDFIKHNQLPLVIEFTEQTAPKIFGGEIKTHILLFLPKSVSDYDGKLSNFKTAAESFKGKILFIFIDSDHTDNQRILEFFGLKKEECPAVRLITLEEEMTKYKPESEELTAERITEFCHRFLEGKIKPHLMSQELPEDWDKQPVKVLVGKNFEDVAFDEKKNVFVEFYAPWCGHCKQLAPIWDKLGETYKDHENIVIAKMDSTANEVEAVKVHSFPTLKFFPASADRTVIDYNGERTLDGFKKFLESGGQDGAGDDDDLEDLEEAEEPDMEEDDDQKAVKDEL
NR2E3 ag-2: inhibitors of NR2E3-RetCOR corepressor binding, primary screen, NR2E3 agonist project, biochemical, TR-FRET, GST-NR2E3, biotin-RetCOR; Photoreceptor-specific nuclear receptor (Homo sapiens), Q9Y5X4; 1536-well; inhibition of corepressor binding, % at 4.78 µM; 0.12% of 320,000 active; AID 2300, 2010;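 active = percent inhibition above the cutoff of mean plus 3 SD of all tested compounds, set per screening campaign, cut at about 20% in these data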;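 also: 0% = DMSO wells and 100% = biotin wells as full block of FRET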
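Test system – NR2E3–RetCOR corepressor complex · Quantity – NR2E3 fusion 1.35 nM · Buffer or medium – Tris pH 7.5 · Incubation – Compound–protein incubation for 5 h at 4 °C · Technique – TR-FRET, Eu(K)-anti-GST donor, streptavidin-D2 acceptor, ex 340, em 617/671 nm · Evaluation – percent inhibition of 671/617 nm emission ratio versus biotin and DMSO controls · Plate – 1536-well format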
TRPM1 prom inh: inhibitors of MITF-dependent TRPM1 promoter reporter, primary screen, cell-based, SK-MEL-5, single point, luciferase; 0.83% of 330,000 active; inhibition, % at 12.5 µM; SK-MEL-5 TRPM1 promoter luciferase, 24 h;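 active = mean inhibition across replicates of 60% or more, whatever share of single replicates reaches that level; inconclusive = some that reach 60%, reason not given; inactive = mean inhibition across replicates below 60%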; also: values of inactives mirror those of a sister screen read the other way
CaV13 FRET inh: Primary screen for inhibitors of IQ motif and Ca2+-dependent inactivation inhibitor domain binding in CACNA1D, Förster resonance energy transfer in living cells, …; inhibition, % at 12.3 µM; 0.098% of 340,000 active; HEK cells, CFP/YFP FRET ICDI-IQ, plate reader, 10 min; percent FRET-ratio fall versus neutral wells;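 active = mean replicate inhibition of at least 30% and at least 1% of replicates passing that level; inconclusive = only one of the two criteria is met; inactive = neither criterion is met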;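 also: 0% = median of the neutral control wells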
Active calls of the source: *; u = inconclusive; x = not tested or not shown; & = joins results of further samples.

SMILES	hiPSC survival	Exocytosis inh	Vif imaging	HIF-2a block	Peg3 prom inh	aDG glyco act	NR2E3 ag-1	PDI inh	NR2E3 ag-2	TRPM1 prom inh	CaV13 FRET inh
N#CC(=C(O)COC(=O)CCCNC(=O)c1ccc(Cl)cc1)c1nc2ccccc2[nH]1	1.6	-4	-9	-9	8	0.2	-9	-28	x	7	-6
O=S1(=O)[C@H]2C[C@@H]3C=C[C@@]2(CN1Cc1cccc(Cl)c1)O3	0.4	-8	11	4	-8	0.0	22	-3	-1	12	-9
CC(=O)Nc1ccc(Nc2nc(C)cc(C)n2)cc1	0.8	-3	-4	-6	10	0.0	10	7	1	1	-5
NS(=O)(=O)c1ccc(CCNc2nc(CN3CCOCC3)nc3sc4c(c23)CCC4)cc1	-1.3	-4	0	20	27	0.2	-2	-3	3	4	x
CCCN(C(=O)CSc1nnc(-c2ccoc2C)n1N)C1CCS(=O)(=O)C1 (stereo unspecified)	0.2	-5	-2	8	-3	-0.3	-2	5	-1	2	-4
Cc1ccc(C(=O)N/N=C/c2cccc3ccccc23)cn1	-0.7	-2	-4	-148	-68	-0.2	-30	-8	-4	x	-5
C[C@@H](NC(=O)[C@@H]1Cc2ccccc2CN1)C(=O)NC1CCCC1	0.9	-7	16	-3	-7	-0.1	4	8	-3	-5	-7
COCCNC(=O)c1cc2c(=O)n(C)c3ccccc3c2n1C	-2.8	1	-6	-18	11	-0.3	-26	x	-2	3	-4
COc1ccc(Cl)cc1C(=O)NCCN(C)C	2.9	2	1	3	2	0.5	-6	2	0	2	-4
CN(C)S(=O)(=O)c1ccc(N2CCCC2)c(C(=O)NNC(=O)c2ccc(Br)cc2)c1	0.2	-4	7	2	22	-0.1	-6	7	-5	7	-7
Cn1cc(C(=O)Nc2ccc(F)c(Cl)c2)cn1	-0.9	-8	8	-40	-40	-0.2	-20	12	1	-4	-5
Nc1nc(Nc2ccc(Cl)cc2Cl)nc(C(F)(F)F)n1	0.1	-1	-13	-250	-204	0.2	-100	-3	0	-64	-2
Brc1cc2c(cc1CSc1ncccn1)OCO2	-0.1	-4	15	-76	-37	0.2	-14	0	0	-2	-7
Cc1cc(N(C)Cc2ccccc2)nc2cc(O)ccc12	-0.2	-12	2	-61	-84	0.3	-13	7	4	-8	-19
CN1CCN(C(=O)C2=C[C@H](c3coc4ccccc4c3=O)C[C@H](OCCCCO)O2)CC1	2.3	-1	-6	6	-4	0.0	2	0	-1	-9	-10
CS(=O)(=O)c1ccc(C(=O)NNC(=O)c2cc(-c3ccccc3)n[nH]2)cc1	-0.6	-4	5	6	8	-0.2	-18	2	x	10	-6
CC(=O)c1cccc(CN2CCCC(CCC(=O)NCc3ccccc3F)C2)c1 (stereo unspecified)	0.7	-2	1	12	8	0.0	16	9	-2	-7	-1
CCOC(=O)c1sc(=NC(=O)c2c(F)cccc2F)n(C)c1C	-0.4	0	4	-150	-173	0.1	-50	-2	4	-49	-15
CN1CCN(S(=O)(=O)c2cccc(C(=O)N3CCN(c4ccccc4F)CC3)c2)CC1	0.0	6	3	11	0	0.1	-13	-38	4	-4	-2
c1csc(Cn2nnnc2CN2CCN(c3nc4ccccc4s3)CC2)c1	-2.2	-3	-12	-9	3	6.0*	-15	-18	2	4	-4
Cc1onc(-c2ccccc2)c1C(=O)N1CCCSC1=Nc1ccccc1	-2.0&-2.5	4&-4	2&-7	10&7	5&17	1.7&0.2	13&-13	-9&-2	2	0&7	-11&-4
CC(=O)c1cccc(NC(=O)CNC(=O)Cc2cccc3ccccc23)c1	-1.4	-1	0	6	10	0.0	-3	7	x	11	-7
Cc1cccc(C)c1OCc1cc(C(=O)N2CCN(c3ccc(F)cc3)CC2)no1	0.2	9	-15	-163	-409	0.0	-96	2	3	-73	-6
Cc1cc(NC(=O)CSc2[nH]c(=O)cc(C(F)(F)F)c2C#N)no1	0.1	7	-1	-13	-3	0.1	7	u	1	x	-5
COCCNC(=O)C(c1ccc(C)o1)N(C(=O)c1snc(C(N)=O)c1N)c1cccc(C)c1 (stereo unspecified)	1.5	-1	8	-1	6	-0.2	-1	0	2	15	x
CC(NCc1cccs1)C(=O)Nc1cc(Cl)cc(Cl)c1 (stereo unspecified)	-0.6	0	2	22	11	0.2	-10	8	1	10	-2
COc1ccc(-c2c(C)nn(-c3ccccc3)c2N)cc1OC	0.7	-2	3	-18	-1	-0.1	1	0	-4	-6	x
CCCC(=O)Nc1nn(CC(C)C)c2nc3cc(C)ccc3cc12	2.7	-1	2	16	15	0.4	-11	13	0	7	-3
CCCCOc1ncnc2c1[nH]c1ccc(C)cc12	-0.9	1	-11	-211	-272	3.2	-10	5	2	x	-5
CCCN(C(=O)c1cn(CC)c2nc(C)ccc2c1=O)c1c(N)n(Cc2ccccc2)c(=O)[nH]c1=O	0.8	-1	-3	14	7	0.1	1	7	-5	12	0
CC(=O)NCc1ccc(-c2csc(N)n2)s1	-1.7	2	2	-1	8	0.2	1	-4	2	-6	-5
CC1(C)NC(=O)N(CCC(=O)Nc2cc(C(F)(F)F)ccc2Cl)C1=O	0.5	10	2	12	-1	1.4	25	6	x	9	-5
NC1=C([N+](=O)[O-])C(c2ccccc2)C2=C(CCCC2=O)O1 (stereo unspecified)	1.4	-3	6	7	9	-0.3	2	-37	-2	3	-5
CN(C(=O)CSC1=NCCS1)c1ccccc1	7.1	-4	0	-6	-8	0.2	-23	-14	0	1	x
CCc1c(C)nc2c(-c3ccccc3OC)c(C)[nH]n2c1=O	1.7	-2	-1	20	8	-0.1	4	5	5	0	-21
CN(Cc1ccccc1)c1ncnc2ccc(Br)cc12	-0.9	7	-19	21	21	1.6	36	-6	10	3	x
Fc1ccc(Cn2nnc3ccccc32)cc1	-0.3	-2	-4	10	13	0.1	-3	-5	-1	5	x
NC(=O)c1sc2nc3c(c(-c4ccco4)c2c1N)CCCC3	-0.1	10	-4	22	11	-0.1	-55	4	-1	-12	-7
COc1ccccc1[C@H]1C(c2cccc(C)c2)=NN(c2ccccc2)[C@@H]1CO	-2.1	-3	-2	-10	31	0.6	-14	2	x	5	-9
C=CCn1c(CSc2nc3ccccc3s2)nnc1SCC(=O)NCCN1CCOCC1	-1.0	13	-19	-3	-14	-0.2	-22	1	4	8	-3
O=C(Nc1cccc(-n2cnnn2)c1)c1ccc(OC(F)(F)F)cc1	-0.5	5	0	-18	-24	5.2	-3	5	-3	-7	-8
COc1ccc(N2C(=O)CCC(C(=O)N3CCCCC3)C2c2ccc(F)cc2)cc1 (stereo unspecified)	0.6	-2	4	0	14	0.1	1	-4	1	3	x
CO/N=C/c1c(-c2ccccc2)nn(C)c1Cl	0.6	0	-2	9	0	-0.1	-13	2	-1	-5	-5
Cc1ccccc1OCCC(=O)NCCc1ccc(S(N)(=O)=O)cc1	3.1	-2	-1	6	-8	-0.2	21	12	-1	7	-4
O=C(NNC(=S)Nc1ccc(Cl)cc1)c1ccccc1OC(F)F	0.4	-2	-4	-57	6	0.3	-15	1	-3	3	-4
O=C(O)c1ccccc1-c1cccc2nncn12	6.7	u	-5	5	-2	0.1	30	9	x	x	-10
CN1CCN(C(=O)Nc2ccccc2)CC1	0.5	-1	7	10	-1	0.1	-7	0	1	-10	-7
COc1ccccc1CNC(=O)Cn1nnc(-c2ccncc2)n1	1.5	0	-5	16	5	0.1	-23	3	0	-4	0
CCc1cccc(CC)c1NC(=S)N1CCn2cccc2C1c1ccncc1 (stereo unspecified)	0.2	-1	-4	8	-14	0.4	-13	0	0	0	-21
CCOc1ccccc1N1CCN(CC(=O)Nc2cc(C)on2)CC1	-0.2	-2	-2	12	12	0.2	27	9	-1	5	0
C=CCn1c(=N)n(CC(=O)OC)c2ccccc21	5.0	10	2	6	3	0.2	0	-7	0	-3	-1
CCCn1cc(S(=O)(=O)c2ccc(C)cc2)c(=O)c2cc(OCC)ccc21	-0.1	4	1	8	5	-0.2	-10	13	1	3	-7
O=S1(=O)c2ccccc2N=NN1Cc1ccc(Cl)cc1	0.8	2	6	17	12	0.1	1	1	3	10	-4
CC1=C(C(=O)OC2CCCCC2)C(c2ccccc2F)NC(=O)N1 (stereo unspecified)	1.7	-3	-4	29	11	-0.2	-27	1	0	2	-22
CC(C)c1nnc(NC(=O)CCC(=O)N2CCN(Cc3ccc(F)cc3)CC2)s1	-0.4	-1	-2	11	-4	0.1	-12	11	3	15	-2
CCc1cc(=O)oc2cc(C)cc(OC(C)C(=O)NCc3cccnc3)c12 (stereo unspecified)	0.2	-2	-2	18	12	0.3	-3	3	2	-4	-14
CC(=O)NCCNc1nc2c(-c3cccc(C(F)(F)F)c3)nnn2c2ccccc12	0.4	5	6	6	1	-0.1	-18	-1	2	3	-3
CCN1C(=O)c2ccc(C(=O)Nc3nccs3)cc2C1=O	-0.7	-2	19	-16	-13	0.1	-2	-3	2	-6	x
CC1CCC(C(C)C)C(OCC(O)CNC(C)c2ccccc2)C1 (stereo unspecified)	-0.8	24	-2	2	106*	0.9	-5	-6	-3	55	-7
CC(C)C[C@@H](CC#N)N1CCN(CCc2ccccc2)CCC1=O	-2.8	-5	-1	7	-14	2.1	-6	-4	0	x	-5
CC(C)(C)n1ncc(Oc2ccccc2[N+](=O)[O-])c(Cl)c1=O	1.5	-6	-3	27	3	2.0	5	-2	-5	12	-4
CCN(C(=O)COC(=O)/C(C#N)=C/c1cc(C)n(CCOC)c1C)c1c(N)n(Cc2ccccc2)c(=O)[nH]c1=O	7.0	12	2	9	8	-0.1	11	1	x	6	-17

Entries of single compounds, looked up by structure. Screens in order: hiPSC survival	Exocytosis inh	Vif imaging	HIF-2a block	Peg3 prom inh	aDG glyco act	NR2E3 ag-1	PDI inh	NR2E3 ag-2	TRPM1 prom inh	CaV13 FRET inh
CC(=O)NCCNc1nc2c(-c3cccc(C(F)(F)F)c3)nnn2c2ccccc12 is listed as 0.4	5	6	6	1	-0.1	-18	-1	2	3	-3
O=S1(=O)c2ccccc2N=NN1Cc1ccc(Cl)cc1 is listed as 0.8	2	6	17	12	0.1	1	1	3	10	-4

Rows are unselected; overall some 3.5% were active at least once.
